# Compound activity as filed in PubChem.
# MKP-3 inhibition – inhibition of rat DUSP6 enzyme activity – biochemical, in vitro, primary screen (AID 425); 110,000 compounds, 0.17% hits; recombinant MKP-3 phosphatase activity, fluorescence; higher % means a stronger effect; inhibition, % at 20 µM; hits with a dose series show IC50 in µM; in the data active means inhibition above about 50%;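 further: plate controls were vehicle for no effect and reference inhibitor for full effect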
# Hsp70 displacement – small molecules displacing fluorescent ligand from Hsp70 – biochemical, fluorescence polarization, primary screen (AID 583) | 140,000 compounds, 0.06% hits | displacement, % at 20 µM, or IC50 in µM where a hit was titrated | Hsp70 fluorescence polarization probe displacement, mP; higher % means a stronger effect; in the data active means displacement above about 50%;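 further: plate controls were vehicle for no effect and reference ligand for full effect; a part of the inactive calls stands beside numbers as strong as those of hits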
# Active calls of the source: *; / = no result given; & = joins results of further samples.
# Screens in order – MKP-3 inhibition	Hsp70 displacement
1. CC1CN(c2ccc([N+](=O)[O-])c(N3CCOCC3)c2)CCN1 (stereo unspecified)
  3%	-2.7%
2. COc1cc(C2c3c(c4ccccc4oc3=O)Oc3c2c(=O)oc2ccccc32)cc(OC)c1OC
  2%	-0.4%
3. Oc1ccc(Br)cc1CN1CCN(Cc2cccc(Cl)c2)CC1
  -5%	0.7%
4. O=C(NCC(c1cccnc1)N1CCOCC1)Oc1ccccc1 (stereo unspecified)
  -3%	3.0%
5. COCCOC(=O)C1CN1C(C)C(=O)OC (stereo unspecified)
  4%	1.2%
6. O=c1[nH]c2ccccc2n1CCCN1CCC(n2c(=O)[nH]c3cc(Cl)ccc32)CC1
  -10%	-1.8%
7. O=[N+]([O-])c1ccc(CN2CCN(Cc3cccc(Cl)c3)CC2)cc1
  4%	-3.1%
8. Cc1cc(N)n(C2CCN(C)CC2)n1
  -1%	-2.3%
9. O=C(Nc1ccccc1)N1CNC(=N[N+](=O)[O-])NC1
  1%	-6.8%
10. CC(NC1CCCCC1)C(O)C12CC3CC(CC(C3)C1)C2 (stereo unspecified)
  0%	-1.3%&-0.8%
11. Cc1ccc2c(c1)C1CN(C)CCC1N2C(=O)Nc1cccc(C(F)(F)F)c1 (stereo unspecified)
  /	-0.5%
12. COc1cc(CNCCc2ccc(Cl)cc2)cc(OC)c1OC
  0%	-2.0%
13. COc1ccc(O)c(CN2CCN(Cc3ccc(Br)cc3)CC2)c1
  -3%	-0.1%
14. C(#CCN1CCOCC1)COCC#Cc1ccccc1
  2%	-2.4%
15. C[C@]12CCCCC1CCC1C2CC[C@@]2(C)C1CC[C@@]2(O)CC#N (stereo partly specified)
  8%	-1.9%
16. COC(=O)c1cc(NC(C)=O)cc(Br)c1[N+](=O)[O-]
  3%	2.4%
17. CC1CC2(O)c3no[n+]([O-])c3CCC2N1O (stereo unspecified)
  -8%	/
18. OC1(c2ccc(F)cc2)CC2CCC(C1)N2Cc1nnnn1C1CCCCC1 (stereo unspecified)
  0%	1.1%
19. Clc1cccc(CNCCc2c[nH]c3ccccc23)c1
  4%	-0.7%
20. CC(C)[C@H]1C(=O)N2CCC[C@H]2[C@]2(O)O[C@](NC(=O)[C@@H]3C=C4c5cccc6[nH]cc(c56)C[C@H]4N(C)C3)(C(C)C)C(=O)N12
  -3%	71%
21. CCN(CC)CCCN=Cc1c(O)n(CCc2ccc(F)cc2)c(=O)[nH]c1=O
  -8%	-2.0%
22. C=CCn1c(O)c(C(C)=Nc2ccc(C(=O)OCC)cc2)c(=O)[nH]c1=O
  -15%	0.6%
23. CN1CCC(N(C)Cc2cccnc2)CC1
  /	1.9%
24. CCOc1ccc(N2C(=O)/C(=C/c3cc(Cl)ccc3O)C(=O)NC2=S)cc1
  5%	0.9%
25. C[C@H]1CCCC(=O)CCCCCc2cc(O)cc(O)c2C(=O)O1
  -1%	/
26. Cc1ccc(CS(=O)(=O)CCC(=O)N2CCC3(CC2)OCCO3)cc1
  -4%	2.9%
27. COc1ccc(CN2CCN(C(C)C)CC2)c(OC)c1OC
  1%	-0.2%
28. COc1ccc(C(c2c(O)c3ccccc3oc2=O)c2c(O)c3ccccc3oc2=O)cc1CSc1ccccn1
  -3%	7.6%
29. COCCOC(=O)c1c(C)n(C)c2ccc(OC(=O)N(C)C)cc12
  /	1.8%
30. Cc1cc(/C=C2\C(=O)NC(=O)N(c3ccc(Cl)cc3)C2=O)c(C)n1C
  -1%	-3.6%
31. CC(N)C(=O)c1ccco1 (stereo unspecified)
  14%	-3.9%
32. O/N=C1\C2CCN(CC2)C1Cc1ccccc1O (stereo unspecified)
  -1%	-1.3%
33. COc1ccc(-c2nc(CS(=O)CC(=O)N3CCC4(CC3)OCCO4)c(C)o2)cc1 (stereo unspecified)
  -7%	8.9%
34. C[N+]12CCC(CC1)C(C#N)(N1CCOCC1)C2 (stereo unspecified)
  1%	-3.7%
35. Nc1c(C(=O)NCCc2ccccc2)c2nc3ccccc3nc2n1CCN1CCOCC1
  3%	6.6%
36. CC(C)(C)C(O)C(Oc1ccc(Cl)cc1)n1cncn1 (stereo unspecified)
  -11%	7.1%
37. Cc1ccc(N2C(=O)NC(=O)/C(=C\C=C\c3ccccc3)C2=O)cc1
  8%	3.2%
38. O=[N+]([O-])c1ccc(CCNC2CCCCC2)cc1
  0%	0.8%
39. O=[N+]([O-])c1ccc(NCCOc2cccc3ccccc23)c2ncccc12
  1%	-2.3%
40. CC(=NCCCO)c1c(O)n(Cc2ccccc2)c(=O)[nH]c1=O
  -2%	3.9%
41. CCCC(C)C(=O)NC1CCSC1=O (stereo unspecified)
  -8%	2.5%
42. CCOc1ccc(-c2cc(C(=O)N3CCC4(CC3)OCCO4)c3ccccc3n2)cc1
  2%	0.5%
43. CN1CCN(CCC(=O)OC2CC3CCC(C2)N3C)CC1 (stereo unspecified)
  /	5.4%
44. Cc1ccc(P(=S)(c2ccc(C)o2)N2CCOCC2)o1
  -14%	-1.1%
45. CC12CNCC(C)(CNC1)C2O (stereo unspecified)
  1%	9.5%
46. O=c1c2ccccc2nc(-c2ccco2)n1-c1ccc(Br)cn1
  -6%&0%	-0.8%&5.4%
47. Cc1ccc(-c2ccc(C=C3C(=O)NC(=S)NC3=O)o2)c(Br)c1
  42%	-4.8%
48. CCC(=NCCOc1ccc(Cl)cc1)c1c(O)n(C)c(=O)n(C)c1=O
  3%	-0.5%
49. CC[N+]1(C)CCCC(OC(=O)C(O)(c2ccccc2)c2ccccc2)C1 (stereo unspecified)
  -14%	6.3%
50. COC(=O)C(=O)N1CC2(C)CNCC(C)(C1)C2=O
  2%	5.2%
51. CC12CN3CC(C)(CN(C1)C3c1cccs1)C2 (stereo unspecified)
  -12%	2.7%
52. CCCCCn1c(=O)c(C(=O)Nc2ccccc2F)c(O)c2ccccc21
  0%	-0.9%
53. O=C(c1cccs1)C1CN2CCC1CC2 (stereo unspecified)
  -7%&2%	0.1%&1.3%
54. Cc1ccccc1-n1c(/C=C/c2ccccc2O)nc2ccccc2c1=O
  1%	2.2%
55. CCC1(CC)C(=O)NC(=NCCc2c[nH]c3ccccc23)NC1=O
  1%	3.3%
56. CCC1CN(C)CCC1(OC(C)=O)c1ccccc1 (stereo unspecified)
  /	1.2%
57. O=Cc1cn(Cc2c(Cl)cccc2Cl)c2ccccc12
  -1%	1.5%
58. CC12CN3CC(C)(CN(C1)P3(=O)Oc1ccccc1)C2=O (stereo unspecified)
  -13%	2.4%
59. CCN(CC)CCCN=Cc1c(O)n(-c2ccccc2F)c(=O)[nH]c1=O
  -12%	-5.4%
60. O=[N+]([O-])/N=C1/NCN(Cc2ccccc2)CN1Cc1ccccc1
  3%	3.0%

# More entries follow.
# Screens in order – MKP-3 inhibition	Hsp70 displacement
61. CCC(=NCCO)c1c(O)n(-c2ccc(Cl)cc2)c(=O)[nH]c1=O
  6%	1.3%
62. Cc1ccc(N(C)C(=O)Oc2cccc3ccc(C)nc23)cc1
  /	-0.6%
63. COc1ccc2c(c1OC)C(=O)OC2c1c(O)n(Cc2ccc(F)cc2)c(=O)[nH]c1=O (stereo unspecified)
  2%	8.4%
64. CN1CCN(/N=C/c2c(O)n(C)c(=O)n(C)c2=O)CC1
  2%	-4.2%
65. Cc1ccc(S(=O)(=O)Nc2cc(C(=O)N3CCC4(CC3)OCCO4)ccc2N2CCCCC2)cc1
  8%	2.0%
66. CCc1nc(N2CCNCC2)c(C#N)c2c1CSC(C)(C)C2
  0%	6.5%
67. CC(=O)C1C2c3ccccc3OC1(C)N=c1s/c(=C/c3cnn(C)c3)c(=O)n12 (stereo unspecified)
  4%	-1.2%
68. Cc1nn(C2CCOC(C)(C)C2)c2c1C(c1ccc(OC(C)C)cc1)SCC(=O)N2 (stereo unspecified)
  /	3.2%
69. NC(=O)CN1CC(c2ccccc2)CC1=O (stereo unspecified)
  -1%	-5.1%
70. COc1ccc(N=C(C)c2c(O)n(C)c(=O)n(C)c2=O)c(OC)c1
  0%	-0.5%
71. Cc1ccccc1-c1nc(CS(=O)CC(=O)N2CCC3(CC2)OCCO3)c(C)o1 (stereo unspecified)
  -5%	6.5%
72. Cc1cc(C(=O)N2CCC3(CC2)OCCO3)cs1
  -2%	4.6%
73. CCN(CC)CCN=C(C)c1c(O)n(-c2ccccc2OC)c(=O)[nH]c1=O
  1%	10%
74. CC(=NCCN1CCCCC1)c1c(O)n(-c2ccc(Cl)cc2)c(=O)[nH]c1=O
  /	-2.6%
75. Cc1cccn2c(=O)c3c(nc12)N1CCC(Cc2ccccc2)CC1C1(C3)C(=O)N(C)C(=O)N(C)C1=O (stereo unspecified)
  -5%	-2.9%
76. C=CCOC(=O)COc1cc(C)cc2oc(=O)c3c(c12)CCC3
  -6%	-1.1%
77. Cc1ccc(-n2c(/C=C3/C(=O)Nc4ccccc43)nc3ccccc3c2=O)cc1
  0%	-5.7%
78. O=C(c1ccc(CNS(=O)(=O)c2ccccc2)cc1)N1CCC2(CC1)OCCO2
  -6%	0.6%
79. Cc1[nH]c2c(Cl)cccc2c1CCN
  -8%	-9.0%
80. O=C1NC(=S)N(c2ccc(Cl)cc2)C(=O)/C1=C/c1ccc(-c2ccccc2C(=O)O)o1
  6%	4.4%
81. CC(c1ccccc1)n1cncc1C(=O)O (stereo unspecified)
  /	-6.1%
82. OCC12COC3c4ccccc4C(OC1)N32 (stereo unspecified)
  -7%	4.1%
83. C=Cn1ccnc1P(=S)(c1c(C)nn(-c2ccccc2)c1C)c1nccn1C=C
  -9%	-0.1%
84. CCN(CC)C1=NC(=[N+](CC)CC)c2ccccc21
  /	0.3%
85. CC(CCc1ccccc1)NC(C)C(O)c1ccc(O)cc1 (stereo unspecified)
  -5%	5.5%
86. CCN(CC)CCCN=Cc1c(O)n(CCc2ccc(OC)c(OC)c2)c(=O)[nH]c1=O
  -20%	0.4%
87. COc1ccc(OC)c(CNCCc2ccc([N+](=O)[O-])cc2)c1
  0%	0.7%
88. Clc1ccc(COC(Cn2ccnc2)c2ccc(Cl)cc2Cl)c(Cl)c1 (stereo unspecified)
  7%	2.2%
89. CN1CCN(c2ccc([N+](=O)[O-])c(NC3CC3)c2)CC1
  1%	-6.8%
90. CCOC(=O)C1=C(N)OC2=C(C(=O)CCC2)C12C(=O)Nc1ccccc12 (stereo unspecified)
  -3%	5.2%
91. Cc1ccc2c(c1)CC1(CN2C)C(=O)NC(=O)N(c2cccc(C)c2C)C1=O (stereo unspecified)
  -4%	-2.8%
92. CCC1(C)CC(CCNCc2ccccc2)(c2ccc(C)cc2)CCO1 (stereo unspecified)
  -4%	-1.7%
93. CC1CCN2c3nc4ccccn4c(=O)c3CC3(C(=O)N(C)C(=O)N(C)C3=O)C2C1 (stereo unspecified)
  -6%	-7.2%
94. Cc1cccnc1-n1c(-c2ccco2)nc2ccccc2c1=O
  -4%	2.1%
95. COc1ccc(C(=O)CN2CCOCC2)cc1F
  2%	1.6%
96. Nc1c(C(=O)NCc2ccco2)c2nc3ccccc3nc2n1Cc1ccc(F)cc1
  -1%	-3.8%
97. C=CCN1C(=O)/C(=C\c2cc(Cl)c(O)c(OC)c2)C(=O)NC1=S
  3%	3.2%
98. CN1C(=O)N(C)C(=O)C2(Cc3c(ccc4ccccc34)N(C)C2)C1=O
  10%	1.0%
99. NCC(O)CNc1ccc([N+](=O)[O-])c2cccnc12 (stereo unspecified)
  10%	-6.5%
100. O=[N+]([O-])c1cccc(-c2cn(-c3ccccc3)c3[n+]2CCCS3)c1
  -3%	3.1%
101. O=c1[nH]c(=O)n(CCc2ccc(F)cc2)c(O)c1C=NCCCN1CCOCC1
  -5%	-1.1%
102. COc1cc(C)cc2oc(=O)c3c(c12)CCCC3
  1%	0.5%
103. COC(=O)c1ccccc1-n1c(C)nc2ccccc2c1=O
  -3%	3.4%
104. COc1ccc(N2C(=O)CC(=O)NC2=O)cc1
  -9%	-2.5%
105. CC(=O)C(C)Oc1cc(C)cc2oc(=O)c3c(c12)CCCC3 (stereo unspecified)
  1%	3.2%

# Quoted at random: four compounds from above, in no set order.
# Screens in order – MKP-3 inhibition	Hsp70 displacement
52. CCCCCn1c(=O)c(C(=O)Nc2ccccc2F)c(O)c2ccccc21
  0%	-0.9%
98. CN1C(=O)N(C)C(=O)C2(Cc3c(ccc4ccccc34)N(C)C2)C1=O
  10%	1.0%
30. Cc1cc(/C=C2\C(=O)NC(=O)N(c3ccc(Cl)cc3)C2=O)c(C)n1C
  -1%	-3.6%
83. C=Cn1ccnc1P(=S)(c1c(C)nn(-c2ccccc2)c1C)c1nccn1C=C
  -9%	-0.1%

# Further compounds follow.
# Screens in order – MKP-3 inhibition	Hsp70 displacement
106. CNCC(O)c1ccc(O)cc1 (stereo unspecified)
  1%	4.7%
107. CCc1sc(C(=O)N2CCC3(CC2)OCCO3)cc1Br
  -4%	0.1%
108. O=c1c2cc(Cl)cc(Cl)c2nc(CN2CCOCC2)n1-c1ccccc1F
  1%	-2.6%
109. CCN(CC)C(=O)c1ccc(NC(=O)CSc2nnnn2-c2cc(OC)ccc2OC)cc1
  -4%	-3.6%
110. CCOc1cccc(OCC)c2c(C)[n+](CC3CCCO3)c(C)c1-2 (stereo unspecified)
  /	-3.3%
111. NCCc1c[nH]c2ccc(F)cc12
  3%	-1.2%
112. CCCCN=Cc1c(O)n(-c2c(C)cc(C)cc2C)c(=O)[nH]c1=O
  -18%	-18%
113. CN1C(=O)N(C)C(=O)C(CCc2ccccn2)(CCc2ccccn2)C1=O
  -5%	-0.5%
114. CCOC(=O)c1cc(C)n(CCc2cnc[nH]2)c1C
  -11%	-1.3%
115. CC1(C)CN=C(Nc2ccccc2C(F)(F)F)S1
  -8%	2.9%
116. O=S1(=O)CC2(N3CCOCC3)CCCCCCC21 (stereo unspecified)
  -8%	2.7%
117. CN(C)CCN=Cc1c(O)n(Cc2ccco2)c(=O)[nH]c1=O
  /	-0.4%
118. O=C(Cn1c[n+]([N-][N+](=O)[O-])cn1)N1CCN(C(=O)Cn2c[n+]([N-][N+](=O)[O-])cn2)CC1
  3%	-0.9%
119. Cc1cc(OCC(=O)c2ccc(Cl)cc2)c2c3c(c(=O)oc2c1)CCC3
  2%	-0.6%

# Entries by screen from above:
# MKP-3 inhibition, entries 113–118 → -5%, -11%, -8%, -8%, /, 3%

# These rows are one share of the data; the hit share may differ from the screen's.
